Compound activity as filed in PubChem BioAssay.
G9a block – qHTS Assay for Inhibitors of Histone Lysine Methyltransferase G9a; G9a H3K9 monomethylation, AlphaScreen, 2 h; actives 8.8% (n = 350,000); Potency, µM (top dose mostly 102 µM), for the others: at the top dose activity, negative = inhibition, usual class: inhibitors; also: potency is read from the fitted curve at half-maximal effect; % is scaled to controls: 0 for no effect and ±100 for the full control effect; nearly all actives have a fitted effect of over 75% in size
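Quantitative HTS format: methyltransferase activity on a biotin-tagged H3K9 peptide is measured by AlphaScreen, using a rabbit anti-monomethyl-H3K9 antibody with streptavidin donor and anti-IgG acceptor beads. Final levels are 20 nM enzyme, 500 nM peptide, 20 uM SAM; 2 h RT.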
RGS4 inh – Inhibitors of Regulator of G Protein Signaling (RGS) 4: qHTS; Regulator of G-protein signaling 4 (Homo sapiens), P49798; Transcreener GDP fluorescence polarization, RGS4-accelerated GTP hydrolysis; Potency, µM (doses to about 114 µM), inactives show at the top dose activity change, negative = inhibition, hits mostly inhibitors; actives 0.039% (n = 390,000); AID 504845, 2011; also: potency is read from the fitted curve at half-maximal effect; % is scaled to controls: 0 for no effect and ±100 for the full control effect; nearly all actives have a fitted effect of over 75% in size; some results filed as inactive show a strong effect at the top dose
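MLSMR compounds (23 nl, pin-transferred) preincubated 10 min at room temperature with a 500nM (2x) first reagent, then RGS4 at 900nM (2x) plus Transcreener GDP mix added; fluorescence polarization (620/688 nm) read before and after 90 min at 30 °C.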
PI4K2A block – qHTS for small molecular inhibitors of PI4K2A; actives 0.13% (n = 420,000); activity change, negative = inhibition, % at 76.9 µM; Phosphatidylinositol 4-kinase type 2-alpha (Homo sapiens), Q9BTU6; AID 1346378, 2018; purified PI4K2A, ADP-Glo luminescence, 1 h; hits give low values; in the data active = activity change below about -50%; inconclusive = mostly about -30% to -49%;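 also: -100% = wells without enzyme as full effect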
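Compounds are screened against recombinant PI4K2A using PI as substrate and ATP, the latter dispensed at 300 microM. Reactions run one hour at ambient temperature before ADP-Glo detection; full inhibition defined by wells lacking enzyme.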
GLS inh – qHTS for Inhibitors of Glutaminase (GLS); GLS enzymatic activity, qHTS titration; Potency, µM (highest dose often 45.5 µM), for the others: at the top dose activity change, negative = inhibition, usual class: inhibitors; actives 0.21% (n = 410,000); AID 624170, 2012; also: potency is read from the fitted curve at half-maximal effect; % is scaled to controls: 0 for no effect and ±100 for the full control effect
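Enzyme dispensed in phosphate buffer (45 mM, pH 8.2, 0.02% Tween-20), compounds pinned in, then 1 mM L-glutamine solution and the glutamate oxidase–HRP–Amplex Red mix added; fluorescence read immediately and again after 30 min at room temperature.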
BAZ2B inh – qHTS Assay for Inhibitors of BAZ2B | Bromodomain adjacent to zinc finger domain protein 2B (Homo sapiens), Q9UIF8 | actives 4.4% (n = 360,000) | Potency, µM (doses to about 114 µM), inactives show at the top dose activity change, negative = inhibition, usual class: inhibitors | AlphaScreen BAZ2B-H3K14Ac peptide displacement | AID 504333, 2011; also: potency is read from the fitted curve at half-maximal effect; % is scaled to controls: 0 for no effect and ±100 for the full control effect; nearly all actives have a fitted effect of over 60% in size
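BAZ2B (50 nM) with biotin-H3(5-23)K14Ac peptide (50 nM) in PBS pH 7.4, 0.01% Tween-20, preformed 30 min, then compound 30 min at room temperature; top concentration 110uM. AlphaScreen streptavidin donor/nickel chelate acceptor beads (10 ug/mL final), 20 min dark, signal read.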
ALOX12 inh – Primary qHTS assay for inhibitors of human arachidonate 12S-lipoxygenase (ALOX12): Round 2. Potency, µM (doses to about 108 µM), inactives show at the highest dose activity change, negative = inhibition, hits mostly inhibitors. purified 12hLO, xylenol orange hydroperoxide absorbance. AID 1671190, 2021. actives 1.1% (n = 580,000); also: potency is read from the fitted curve at half-maximal effect; % is scaled to controls: 0 for no effect and ±100 for the full control effect
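Purified human 12hLO at 150 nM in 25 mM Hepes, 0.01% Triton X-100, pH 7.0, preincubated 15 min at room temperature with compound. Reaction started with 40 uM arachidonic acid, 30 min at room temperature. Hydroperoxide measured by Fe-xylenol orange, 573/405 nm absorbance ratio.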
JMJD2A Tudor – qHTS Assay for Inhibitors of JMJD2A-Tudor Domain | Potency, µM (top dose mostly 114 µM), inactives show top-dose activity change, negative = inhibition, usual class: inhibitors | actives 4.4% (n = 390,000) | Lysine-specific demethylase 4A (Homo sapiens), O75164 | AlphaScreen JMJD2A-Tudor / H3K4me3 peptide binding; also: potency is read from the fitted curve at half-maximal effect; % is scaled to controls: 0 for no effect and ±100 for the full control effect; nearly all actives have a fitted effect of over 50% in size
Target sequence (O75164 whole entry, looked up, the tested form may be a part): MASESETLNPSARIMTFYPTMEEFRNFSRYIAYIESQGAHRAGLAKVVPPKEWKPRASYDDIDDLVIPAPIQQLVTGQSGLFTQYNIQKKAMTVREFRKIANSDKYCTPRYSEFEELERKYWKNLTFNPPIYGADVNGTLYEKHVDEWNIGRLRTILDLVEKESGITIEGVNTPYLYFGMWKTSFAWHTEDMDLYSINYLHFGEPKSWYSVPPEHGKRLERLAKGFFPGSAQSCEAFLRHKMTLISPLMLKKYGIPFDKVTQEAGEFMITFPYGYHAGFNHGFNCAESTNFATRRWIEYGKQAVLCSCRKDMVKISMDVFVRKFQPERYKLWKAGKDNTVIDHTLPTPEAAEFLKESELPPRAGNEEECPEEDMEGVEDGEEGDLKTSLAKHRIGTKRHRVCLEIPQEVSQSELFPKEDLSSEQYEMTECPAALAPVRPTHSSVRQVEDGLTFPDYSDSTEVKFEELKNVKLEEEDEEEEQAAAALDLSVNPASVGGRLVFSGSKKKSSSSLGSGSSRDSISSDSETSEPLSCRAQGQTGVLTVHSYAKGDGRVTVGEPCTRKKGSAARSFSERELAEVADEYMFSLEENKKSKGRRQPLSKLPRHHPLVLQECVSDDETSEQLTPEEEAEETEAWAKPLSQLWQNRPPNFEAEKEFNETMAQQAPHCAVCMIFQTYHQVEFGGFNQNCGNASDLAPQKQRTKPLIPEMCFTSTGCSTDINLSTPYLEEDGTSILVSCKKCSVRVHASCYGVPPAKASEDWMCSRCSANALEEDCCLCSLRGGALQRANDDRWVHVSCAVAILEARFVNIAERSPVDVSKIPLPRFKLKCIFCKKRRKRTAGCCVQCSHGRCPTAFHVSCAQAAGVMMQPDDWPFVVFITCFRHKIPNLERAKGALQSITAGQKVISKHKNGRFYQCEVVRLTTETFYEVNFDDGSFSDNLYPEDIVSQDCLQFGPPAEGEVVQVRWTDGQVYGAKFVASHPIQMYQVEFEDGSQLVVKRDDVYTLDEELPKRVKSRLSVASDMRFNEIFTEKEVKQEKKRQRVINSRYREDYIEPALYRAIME
ERG-DNA inh – qHTS for Small Molecule Inhibitors of the ERG Ets/DNA interaction | fluorescence polarization, His-ERG Ets domain / labelled DNA | Potency, µM (titrated, usually from 76.9 µM), for the others: top-dose FP activity, negative = inhibition, hits mostly inhibitors | actives 0.028% (n = 370,000); active = well fitted inhibition curve with a large enough effect in the polarisation, with a control signal flat; inconclusive = small, poorly fitted or top-dose-only effect, or effect the other way, or a change in a side signal; inactive = no such curve, though single readings can be large or run the other way; the % refers to the polarisation;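 also: polarization taken with two DNA probes labelled with fluorescein and Texas red; potency is read from the fitted curve at half-maximal effect; % of control where 0% means no effect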
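His-tagged ERG Ets domain (1 uM in the protein solution; 300mM KCl, 50mM Tris-HCl, 1mM EDTA, 1mM DTT, pH 7.5) received compound, then a probe mix of 5 nM fluorescein-DNA and 100nM Texas-615-DNA. Fluorescence polarization was read for both dyes.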
HP1b chromo inh – HTS for Inhibitors of HP1-beta Chromodomain Interactions with Methylated Histone Tails; AID 540317, 2011; actives 0.56% (n = 390,000); Chromobox protein homolog 1 (Homo sapiens), P83916; AlphaScreen HP1-beta / biotin-H3K9me3 peptide binding; Potency, µM (top dose mostly 114 µM), for inactives: at the highest dose activity change, negative = inhibition, most hits filed as inhibitors; also: potency is read from the fitted curve at half-maximal effect; nearly all actives have a fitted effect of over 70% in size; inactives centre near 23
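HP1-beta protein (50 nM final) preincubated 30 min at room temperature with biotinylated H3(1-18)K9me3 peptide (50 nM) in PBS pH 7.4, 0.01% Tween-20, then compound added for 30 min. AlphaScreen streptavidin donor/nickel chelate acceptor beads (10 ug/mL final), 30 min dark, luminescence read.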
* marks the source's active call; other numbers are inactive results; [ ] = another dose, or the depositor's remark. Unless noted, calls follow the shape of the dose curve; as a rule, active = well fitted curve in the direction sought with a large enough effect; inconclusive = small, poorly fitted or top-dose-only effect, or another doubt; inactive = no such curve, though single readings can be large; an effect the other way counts as inactive or inconclusive.

`C/C(=N\NC(=S)NC(C)C)c1ccc(Cl)s1` gave G9a block 26%[59 µM], RGS4 inh -32%, PI4K2A block -8, GLS inh 15%, BAZ2B inh -8%, ALOX12 inh 45µM*, JMJD2A Tudor inconclusive, ERG-DNA inh -13% and HP1b chromo inh -19%.
Screening Fc1nc(N2CCCC2)c(F)c(Oc2ccccc2Oc2c(F)c(F)nc(N3CCCC3)c2F)c1F returned G9a block -14%[12.7 µM], RGS4 inh -17%, PI4K2A block 7, GLS inh 3%, BAZ2B inh 1%, ALOX12 inh -23%, JMJD2A Tudor -10%, ERG-DNA inh -7% and HP1b chromo inh 44%[activator].
Screening CNC(=O)C1CC(=O)N(CCc2ccccc2)C(=Nc2ccc(OC)cc2)S1 (configuration not stated) returned G9a block -2%, RGS4 inh -2%, PI4K2A block -2, GLS inh 6%, BAZ2B inh -23%, ALOX12 inh inconclusive, JMJD2A Tudor -11%, ERG-DNA inh -3% and HP1b chromo inh 12%.
Screening CCCNC(=O)COC(=O)/C=C/c1cccc(F)c1 returned G9a block 11%, RGS4 inh -5%, PI4K2A block -13, GLS inh 1%, BAZ2B inh -11%, ALOX12 inh -3%, JMJD2A Tudor -2%, ERG-DNA inh -1% and HP1b chromo inh 18%.
`O=S(=O)(Cc1ccccc1)Nc1ccc(S(=O)(=O)N2CCCC2)cc1` gave G9a block 7%, RGS4 inh 19%, PI4K2A block 7, GLS inh 0%, BAZ2B inh -19%, ALOX12 inh -14%, JMJD2A Tudor -6%, ERG-DNA inh -3% and HP1b chromo inh 21%.
For Cc1ccc(C(=O)Nc2ccccc2C(=O)NC(Cc2c[nH]c3ccccc23)C(=O)O)cc1 (configuration not stated) the results were G9a block 23%[12.7 µM], RGS4 inh -14%, PI4K2A block 0, GLS inh 15%, BAZ2B inh 79µM*, ALOX12 inh inconclusive, JMJD2A Tudor -23%, ERG-DNA inh 3% and HP1b chromo inh -24%.
CCOC(=O)C1CCN(C2CCN(Cc3nc(-c4ccccc4)no3)CC2)CC1 was read as RGS4 inh -11%, PI4K2A block 5, GLS inh -2%, BAZ2B inh 1%, ALOX12 inh 4%, JMJD2A Tudor 1%, ERG-DNA inh -3% and HP1b chromo inh 28%.
Screening CCOC(=O)N=Nc1c2ccccc2c2nc3no[nH]c3nc12 returned G9a block inconclusive, RGS4 inh 20%, PI4K2A block -26, GLS inh 4%, BAZ2B inh inconclusive, ALOX12 inh 4%, JMJD2A Tudor -24%, ERG-DNA inh 6% and HP1b chromo inh -1%.
COc1ccc(S(=O)(=O)NCc2ccco2)cc1C(=O)N1CCOCC1 was read as G9a block 7%, RGS4 inh -10%, PI4K2A block 23, GLS inh -4%, BAZ2B inh 7%, ALOX12 inh -33%, JMJD2A Tudor 1%, ERG-DNA inh 1% and HP1b chromo inh 19%.
CCOC(=O)N1CCc2cc(OC)c(OC)c3c2c1cc1cc(OC)c(OC)cc13 was read as RGS4 inh 7%, PI4K2A block -2, GLS inh 2%, ALOX12 inh inconclusive, JMJD2A Tudor inconclusive, ERG-DNA inh 0% and HP1b chromo inh -4%.
`COc1ccccc1N1CCN(C2CCCN(C(=O)c3ccoc3)C2)CC1` (configuration not stated) gave G9a block -3%[0.501 µM], RGS4 inh 72%[activator], PI4K2A block 0, GLS inh 7%, BAZ2B inh -8%, ALOX12 inh -13%, JMJD2A Tudor -12%, ERG-DNA inh 2% and HP1b chromo inh 37%.
Screening CCN(CC)C(=S)SC1CCCCN(C(=O)c2ccccc2)C1=O (configuration not stated) returned G9a block 77%[activator], RGS4 inh -5%, PI4K2A block 0, GLS inh 3%, BAZ2B inh 1%, ALOX12 inh -3%, JMJD2A Tudor 5%, ERG-DNA inh 4% and HP1b chromo inh 48%[activator].
CCCc1cc(=O)oc2c(C)c(OS(C)(=O)=O)ccc12 was read as RGS4 inh -21%, PI4K2A block -2, GLS inh 0%, ALOX12 inh -15%, JMJD2A Tudor 11%, ERG-DNA inh -1% and HP1b chromo inh 62%[activator].
For COc1cc(OC)cc(C(=O)NNC(=O)c2cc(=O)[nH]c3ccccc23)c1 the results were G9a block 10%[0.501 µM], RGS4 inh -9%, PI4K2A block 4, GLS inh 8%, BAZ2B inh 5%, ALOX12 inh 8%, JMJD2A Tudor -8%, ERG-DNA inh -5% and HP1b chromo inh 16%.
For Cc1ccccc1N1C(=O)N(c2cccc(C(F)(F)F)c2)C2CS(=O)(=O)CC21 (configuration not stated) the results were G9a block 1%[59 µM], RGS4 inh -1%, PI4K2A block 8, GLS inh 9%, ALOX12 inh 0%, JMJD2A Tudor 1%, ERG-DNA inh -4% and HP1b chromo inh 24%.
Screening Cc1ccc([N+](=O)[O-])cc1N/C=C/C(=O)c1ccco1 returned G9a block inconclusive, RGS4 inh -6%, PI4K2A block -1, GLS inh -4%, BAZ2B inh inconclusive, ALOX12 inh 14%, JMJD2A Tudor -23% and HP1b chromo inh 12%.
COC(=O)[C@H](C)NC(=O)NCc1ccco1 was read as G9a block -5%, RGS4 inh 12%, PI4K2A block 3, GLS inh 1%, BAZ2B inh 3%, ALOX12 inh 6%, JMJD2A Tudor -11%, ERG-DNA inh 2% and HP1b chromo inh 30%.
COc1ccc(CNC(=O)c2cc3cccc(OC)c3oc2=O)cc1 was read as G9a block 3%[59 µM], RGS4 inh -2%, PI4K2A block 4, GLS inh 6%, BAZ2B inh -16%, ALOX12 inh -25%, JMJD2A Tudor -3%, ERG-DNA inh 0% and HP1b chromo inh 21%.
Screening O=S(=O)(c1ccc(Cl)cc1)N1CCC(n2cnc3cc(C(F)(F)F)ccc32)CC1 returned RGS4 inh 37%, PI4K2A block 6, GLS inh 0%, ALOX12 inh -22%, JMJD2A Tudor -31%, ERG-DNA inh 1% and HP1b chromo inh 30%.
For Cc1ccc([N+](=O)[O-])cc1S(=O)(=O)NCCc1cn2ccccc2n1 the results were RGS4 inh 26%, PI4K2A block -3, GLS inh 5%, BAZ2B inh -23%, ALOX12 inh 3%, JMJD2A Tudor -15%, ERG-DNA inh -7% and HP1b chromo inh 29%.
CC(C)(C)NC(=S)NC(=O)C12CCC3CC(CC(C3)C1)C2 was read as G9a block -34%, RGS4 inh -21%, PI4K2A block 6, GLS inh -3%, BAZ2B inh 71µM*, ALOX12 inh 32µM*, JMJD2A Tudor inconclusive, ERG-DNA inh -12% and HP1b chromo inh 3%.
`O=C(NC1CC(=O)N(c2ccc(F)cc2)C1)C(c1ccccc1)c1ccccc1` (configuration not stated) gave G9a block -6%[59 µM], RGS4 inh -45%, PI4K2A block -3, GLS inh 2%, BAZ2B inh 2%, ALOX12 inh -15%, JMJD2A Tudor -10%, ERG-DNA inh -3% and HP1b chromo inh 54%[activator].
For CCCCn1c(N)c(N(Cc2ccccc2OC)C(=O)C(C)Oc2ccc(F)cc2)c(=O)[nH]c1=O (configuration not stated) the results were G9a block inconclusive, RGS4 inh 28%, PI4K2A block 1, GLS inh 1%, BAZ2B inh -3%, ALOX12 inh 17%, JMJD2A Tudor -6%, ERG-DNA inh -5% and HP1b chromo inh 17%.
For CC(C)CC(=O)Nc1ccc(-c2cn3cccnc3n2)cc1 the results were G9a block 15%, RGS4 inh -5%, PI4K2A block -14, GLS inh -4%, BAZ2B inh -2%, ALOX12 inh -5%, JMJD2A Tudor -2%, ERG-DNA inh -2% and HP1b chromo inh 27%.

Among those listed so far, 2 have a nitro group on carbon:
Screening Cc1ccc([N+](=O)[O-])cc1N/C=C/C(=O)c1ccco1 returned G9a block inconclusive, RGS4 inh -6%, PI4K2A block -1, GLS inh -4%, BAZ2B inh inconclusive, ALOX12 inh 14%, JMJD2A Tudor -23% and HP1b chromo inh 12%.
For Cc1ccc([N+](=O)[O-])cc1S(=O)(=O)NCCc1cn2ccccc2n1 the results were RGS4 inh 26%, PI4K2A block -3, GLS inh 5%, BAZ2B inh -23%, ALOX12 inh 3%, JMJD2A Tudor -15%, ERG-DNA inh -7% and HP1b chromo inh 29%.

Some of the compounds tested; rates above refer to the full screens.
